# HCV NS3 hel inh = blocks Hepatitis C virus NS3 helicase unwinding. NS3 helicase DNA unwinding, Cy5 molecular beacon fluorescence. inhibition, % at 10.9 µM. 0.56% of 290,000 active. AID 1800;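 active = inhibition above the mean of all tested compounds plus 3 SD, set per campaign, cut at about 35% in these data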;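 also: 0% = DMSO wells and 100% = thioflavine S control wells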
#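 assay system = NS3 helicase fragment of HCV | buffer or medium = MOPS pH 6.5, MgCl2, DTT, Tween20, BSA | timing = 60 min unwinding reaction at 25 °C after ATP addition | signal = Cy5 beacon fluorescence read at start and 1 h | read-out basis = % inhibition of unwinding | control set = low DMSO, high thioflavine S at 110 µM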
# IMP-1 inhibitor = inhibitors of Pseudomonas aeruginosa IMP-1 metallo-beta-lactamase; purified IMP-1, nitrocefin hydrolysis, epi-absorbance fluorescence; inhibition, % at 5.6 µM; 0.45% of 290,000 active;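 active = inhibition above the mean plus 3 SD of all compounds in the same screening run, cut at about 4.5% in these data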;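 also: 0% = IMP-1 with DMSO and 100% = DMSO wells lacking enzyme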
#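 system = purified recombinant IMP-1 beta-lactamase | amount = 0.2 nM IMP-1, as dispensed | medium = HEPES buffer pH 7.1 with ZnSO4 and Brij 35 | times = 25 °C, 15 min preincubation, 25 min reaction | detection = plate fluorescence quenching by hydrolysis product, ex 480/em 530 nm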
# DNA FID counter = counter-screen for HCV NS3 helicase inhibitors: DNA intercalator displacement | AID 1845 | inhibition, % at 7.9 µM | 0.17% of 290,000 active | DNA fluorescent intercalator displacement, fluorescence; in the data active = inhibition above about 37%;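 also: 0% = vehicle and 100% = reference compound; higher means more ethidium bromide displaced from hairpin DNA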
# MEKK3 PB1 HTS = raises or lowers MEK5 binding to the human MEKK3 PB1 domain | Q99759 | bead-based flow cytometry, Alexa488-MEK5 binding to MEKK3; actives lie on both sides; 0 = blocked by unlabeled MEK5, 100 = vehicle | 1.4% of 290,000 active | AID 1529 | binding response (% of control), % at 10 µM;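 active = binding response more than 3 SD above or below the average of its plate-row segment, actives on both sides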;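 also: Alexa488 bead fluorescence after subtracting the streptavidin-only scavenger bead signal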
# Target sequence (Q99759 whole entry, looked up, the tested form may be a part): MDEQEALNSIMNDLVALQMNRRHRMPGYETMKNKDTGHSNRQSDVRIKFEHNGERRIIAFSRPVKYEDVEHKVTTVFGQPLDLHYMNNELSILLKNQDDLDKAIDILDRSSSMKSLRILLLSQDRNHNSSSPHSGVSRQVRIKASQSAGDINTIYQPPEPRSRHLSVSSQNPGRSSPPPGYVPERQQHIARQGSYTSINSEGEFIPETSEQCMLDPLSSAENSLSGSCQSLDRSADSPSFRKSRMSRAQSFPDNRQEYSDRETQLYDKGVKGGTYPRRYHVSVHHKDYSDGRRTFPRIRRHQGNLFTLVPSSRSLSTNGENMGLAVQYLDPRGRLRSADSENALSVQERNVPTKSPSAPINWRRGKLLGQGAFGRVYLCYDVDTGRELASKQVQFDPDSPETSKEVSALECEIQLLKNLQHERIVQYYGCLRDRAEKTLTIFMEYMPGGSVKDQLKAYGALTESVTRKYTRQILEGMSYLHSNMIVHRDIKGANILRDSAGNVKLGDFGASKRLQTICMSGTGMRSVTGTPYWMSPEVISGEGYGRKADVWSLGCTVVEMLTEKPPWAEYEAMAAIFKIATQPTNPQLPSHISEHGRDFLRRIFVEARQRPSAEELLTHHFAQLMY
# VIM-2 inhibitor = inhibitors of Pseudomonas aeruginosa VIM-2 metallo-beta-lactamase | purified VIM-2, nitrocefin hydrolysis, epi-absorbance fluorescence | inhibition, % at 5.6 µM | 0.89% of 290,000 active | AID 1527;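 active = inhibition above the mean of all tested compounds plus 3 SD, cutoff set per screening run, cut at about 7.5% in these data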;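 also: red hydrolysis product quenches plate fluorescence so inhibitors raise well fluorescence; 0% = enzyme with DMSO and 100% = DMSO without enzyme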
# PHOSPHO1 block = inhibitors of human PHOSPHO1 phosphatase; Q8TCT1; recombinant PHOSPHO1, absorbance phosphatase assay; inhibition, % at 13.3 µM; 1.1% of 290,000 active; in the data active = inhibition above about 60%
# Target sequence (Q8TCT1 whole entry, looked up): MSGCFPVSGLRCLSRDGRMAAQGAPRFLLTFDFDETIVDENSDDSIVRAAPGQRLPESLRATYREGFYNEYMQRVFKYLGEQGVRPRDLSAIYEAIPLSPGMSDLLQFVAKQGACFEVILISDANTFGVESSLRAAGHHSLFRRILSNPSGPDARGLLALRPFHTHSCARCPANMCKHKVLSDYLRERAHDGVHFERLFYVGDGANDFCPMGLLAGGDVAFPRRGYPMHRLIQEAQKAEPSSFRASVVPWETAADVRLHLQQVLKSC
# pCIP destab = p/CIP protein destabilization. 0.01% of 290,000 active. F442A p/CIP-EGFP cells, EGFP fluorescence, 16 h. decrease of EGFP signal, % at 10 µM. Q05BA5;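 active = EGFP signal decrease of at least 30% at 10 µM or well 3 SD below plate mean, unless failing retest; inactive = the rest, including hits failing retest or dose response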; also: some compounds called inactive have numbers as strong as hits; many of its hits are not listed in these tables
# UBC9 SUMO inh = SUMOylation inhibition. P63279. HTRF SUMOylation assay, SAE1/SAE2 + UBC9, in vitro. inhibition, % at 35 µM. 0.36% of 290,000 active. AID 2006; in the data active = inhibition above about 50%, passing the limit was not always enough; also: strong numbers were not always called active
# Target sequence (P63279 whole entry, looked up): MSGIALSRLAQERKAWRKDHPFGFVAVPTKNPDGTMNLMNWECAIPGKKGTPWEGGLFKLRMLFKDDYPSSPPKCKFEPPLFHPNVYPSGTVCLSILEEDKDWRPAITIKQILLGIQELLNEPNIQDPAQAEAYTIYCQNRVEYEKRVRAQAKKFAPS
# IDE act = boosts human insulin-degrading enzyme activity in HEK cells. activation, % at 5.96 µM. 0.073% of 340,000 active. FAbeta-B cleavage, fluorescence polarization; 0% vehicle, 100% cell-free pure enzyme wells. AID 493087. P14735;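 active = activation above the mean of all tested compounds plus 3 SD, set per screening campaign, cut at about 17% in these data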
# An asterisk follows results filed as active; x = not tested or not shown. An excerpt; the hit share may differ from the screen's.
SMILES,HCV NS3 hel inh,IMP-1 inhibitor,DNA FID counter,MEKK3 PB1 HTS,VIM-2 inhibitor,PHOSPHO1 block,pCIP destab,UBC9 SUMO inh,IDE act
CCC(C)NC(=O)COC(=O)c1cc([N+](=O)[O-])ccc1Sc1nc(C)cs1 (stereo not given),0.8,-4.2,-2.4,x,-2.9,9.1,1.3,27.5,3.3
Nc1c(C(=O)N2CCOCC2)sc2nc3c(cc12)CCC3,8.5,-4.1,0.3,101.0,-2.6,3.4,10.6,17.1,-1.4
Cc1noc(C)c1S(=O)(=O)N1CCC(C(=O)NCCCN2CC(C)CC(C)C2)CC1 (stereo not given),4.9,-2.7,1.6,104.0,-3.5,-12.4,-1.7,3.8,6.9
Cc1ccc(-n2nnc3c(SCC(=O)N4CCN(c5ccccc5)CC4)ncnc32)cc1,12.0,-6.2,1.4,x,-3.6,x,x,x,x
Cc1cccc(/C(N)=N/OC(=O)c2ccco2)c1,-2.2,-4.8,-1.5,100.0,-1.3,4.8,-9.0,12.5,3.5
Cc1cccc(C(=O)N2CCCC(Nc3ccc(C(C)C)cc3)C2)n1 (stereo not given),1.0,-0.7,-35.3,102.0,-2.5,26.3,6.5,6.0,7.9
CN1CCN(C(=O)c2cc(COc3c(F)cccc3F)on2)CC1c1ccccc1 (stereo not given),-7.0,-2.6,-31.8,101.0,-5.8,-5.7,-0.7,-2.4,9.0
S=C(NCc1ccccn1)Nc1ccc(Cl)cc1,3.4,-3.1,-0.1,100.0,-6.5,-96.3,1.9,0.1,5.9
Cc1nn(-c2ccccc2)c(C)c1NC(=O)COC(=O)CCc1ccccc1,3.7,-1.1,-39.1,94.0,-1.9,-0.6,6.3,-3.2,-2.0
O=S1(=O)CCOC[C@H](c2ccccc2)N1Cc1ccccc1F,-18.8,-2.6,-21.4,99.0,-0.5,-7.3,-2.3,14.5,3.2
CCc1ccccc1NC(=O)C1(S(=O)(=O)c2ccc(C)cc2)CC1,1.9,-0.5,-22.8,101.0,-1.3,40.5,-16.0,2.1,1.2
Cc1ccc(NC(=O)c2ccc(Cl)c(N3C(=O)CCC3=O)c2)cc1,5.3,-3.4,-5.4,100.0,-4.0,23.3,-1.9,11.0,4.2
COc1ccccc1Oc1c(C)oc2c(CN3CCN(CCO)CC3)c(O)ccc2c1=O,-6.7,-1.5,2.5,83.0,0.1,7.6,6.9,49.8,x
O=S(=O)(NC1CCCCC1N1CCOCC1)c1ccc(Cl)cc1 (stereo not given),-8.1,-0.7,11.4,91.0,-2.3,40.4,-3.8,5.0,0.2
COc1ccc(COC(=O)C2=C(C)NC(=O)NC2c2ccc(O)cc2)cc1 (stereo not given),21.1,0.8,-25.5,104.0,-3.1,24.7,-15.9,9.2,-0.4
CC(=O)c1cc(-c2ccccc2)n(CCC(=O)NC2CCCCCC2)c1C,-1.3,1.8,-34.5,122.0,-2.0,0.0,-15.0,2.1,2.6
Clc1ccc(Nc2ccc(Cl)nn2)cc1,1.7,-2.9,-2.9,107.0,-0.6,11.7,-11.9,18.5,x
COc1cc(O)c2c(=O)c(-c3ccc(O[C@@H]4O[C@H](CO)[C@@H](O)[C@H](O)[C@H]4O)cc3)coc2c1,3.2,-2.4,-8.4,108.0,0.8,30.8,-25.5,8.3,0.8
Cc1nc([N+](=O)[O-])nn1C12CC3CC(CC(Cl)(C3)C1)C2,6.8,-0.6,0.4,106.0,-1.7,0.3,-3.9,0.3,4.1
O=C(c1ccc2ccccc2c1)N1CCc2ccccc21,-0.4,1.6,-14.5,100.0,0.8,11.0,-15.9,-3.6,3.8
O=C(Nn1cnnc1)c1ccncc1,-10.4,-0.3,4.2,101.0,-2.0,3.9,6.4,3.3,-0.4
CCc1ccc(OCC(=O)Nc2ccncc2)c(Br)c1,-6.3,-1.7,-12.4,105.0,-0.2,39.1,-18.9,3.7,-1.5
Cc1ccc(C)c(N2CCN(C(=O)CCNS(=O)(=O)c3ccc4c(c3)oc(=O)n4C)CC2)c1,-4.7,-0.1,-51.8,101.0,-2.2,30.2,11.2,-3.6,1.4
O=C(Nc1ccc2c(c1)CCC2)c1cnccn1,4.3,-0.5,-8.2,93.0,-0.1,-0.6,7.3,-3.8,-1.5
O=C(NNc1cc(Cl)cc(Cl)c1)c1cccs1,-4.0,-1.8,-0.2,105.0,-1.3,1.0,-19.3,10.1,6.0
O=C(N1CCOCC1)N1CCC(NC(=O)C23CC4CC(CC(C4)C2)C3)CC1,0.7,-1.5,-11.1,106.0,-1.1,14.6,-18.5,-9.3,1.1
COc1ccc(C2/C=C\CN(CC(C)(C)C)CC(=O)N2Cc2ccc(F)cc2)cc1 (stereo not given),x,x,x,106.0,x,8.9,3.9,-13.4,-4.3
CCC(NC(=O)OCc1ccccc1)C(=O)Oc1ccc2ccc(=O)oc2c1 (stereo not given),-12.3,-1.6,-23.3,102.0,-2.0,29.2,4.1,18.9,-3.3
COC(=O)Nc1ccc(OC)c(OC)c1,2.9,-0.1,-2.8,91.0,-0.5,35.6,4.3,5.2,0.4
CCC(C)(C)n1nnnc1C(c1ccccc1F)N1CCC(C(N)=O)CC1 (stereo not given),-0.9,-2.9,-16.0,106.0,-0.3,-13.6,0.9,8.9,3.0

# An excerpt of these results, with tabs:
molecule	HCV NS3 hel inh	IMP-1 inhibitor	DNA FID counter	MEKK3 PB1 HTS	VIM-2 inhibitor	PHOSPHO1 block	pCIP destab	UBC9 SUMO inh	IDE act
CCc1ccc(OCC(=O)Nc2ccncc2)c(Br)c1	-6.3	-1.7	-12.4	105.0	-0.2	39.1	-18.9	3.7	-1.5
Cc1ccc(C)c(N2CCN(C(=O)CCNS(=O)(=O)c3ccc4c(c3)oc(=O)n4C)CC2)c1	-4.7	-0.1	-51.8	101.0	-2.2	30.2	11.2	-3.6	1.4
O=C(Nc1ccc2c(c1)CCC2)c1cnccn1	4.3	-0.5	-8.2	93.0	-0.1	-0.6	7.3	-3.8	-1.5
O=C(NNc1cc(Cl)cc(Cl)c1)c1cccs1	-4.0	-1.8	-0.2	105.0	-1.3	1.0	-19.3	10.1	6.0

# (cont.)
SMILES,HCV NS3 hel inh,IMP-1 inhibitor,DNA FID counter,MEKK3 PB1 HTS,VIM-2 inhibitor,PHOSPHO1 block,pCIP destab,UBC9 SUMO inh,IDE act
Cc1nc([N+](=O)[O-])c(C(=O)OCc2ccccc2F)n1C,-0.1,-0.1,0.1,88.0,0.0,32.2,8.6,5.4,-0.4
CCOC(=O)C1CCN(Cc2cc(C(C)(C)C)c(O)c(C(C)(C)C)c2)CC1,0.2,-1.6,-11.7,107.0,0.2,32.5,-3.1,6.6,0.6
Fc1ccc(Nc2nc(NCc3ccco3)c3ccccc3n2)cc1,-97.5,-1.7,19.0,102.0,-2.2,28.1,-17.2,-11.8,0.4
CC1CCN(C(=O)C2CCN(S(=O)(=O)N3CCC4(CC3)OCCO4)CC2)CC1,4.1,0.0,-27.2,100.0,-4.9,-0.1,-8.4,-7.7,0.5
Cc1ccccc1-n1c(-c2ccncc2)n[nH]c1=S,x,x,x,112.0,x,-32.1,0.1,13.8,1.9
COC(=O)c1cc(=O)n(Cc2ccco2)c(=Nc2ccc(F)c(Cl)c2)s1,-3.0,-3.3,-2.0,110.0,-0.9,10.6,0.6,-10.2,0.1
Cc1cc(NC2CCCCC2)nc2ccccc12,2.3,-3.7,10.8,105.0,-3.6,28.7,-1.5,-1.1,5.0
COc1ccc(-c2cnc3c(-c4ccc(F)cc4)cnn3c2N)cc1,11.2,-4.5,-6.6,100.0,-4.2,32.7,2.9,24.5,-4.4
Cc1cc(C)n(C/C=C/Cn2nc(C)cc2C)n1,-2.4,-0.4,-3.8,108.0,-0.5,10.0,7.3,-7.5,0.6
O=C(NCCCc1ccccc1)c1ccc(Br)o1,10.5,-3.6,-10.6,99.0,-1.0,-5.8,-7.7,11.2,-0.9
COCCN(C(=O)CCC(=O)Nc1nccs1)C(C(=O)NCCC(C)C)c1ccc(OC)cc1 (stereo not given),-7.8,-4.9,-45.8,101.0,-3.6,16.1,-11.8,-9.7,5.0
O=S1(=O)N=C2CCCCCN2C(c2ccc(Br)cc2)N1 (stereo not given),-0.2,-1.7,0.3,99.0,-1.7,22.8,-5.4,17.6,9.0
CCCCCC(=O)Nc1ccc(C(=O)N/N=C/c2ccc([N+](=O)[O-])cc2)cc1,-9.4,-3.1,-3.8,97.0,-6.2,-14.7,-1.8,22.9,-2.2
Cc1ccc(/C=N/NC(=O)c2nn(C)cc2Cl)cc1,-1.4,-1.7,1.4,95.0,-2.6,2.1,-2.4,11.3,7.9
O=C(CSc1nnc(-c2ccco2)n1-c1ccccc1)N1CCOCC1,-6.4,-0.8,-8.9,102.0,0.1,-7.9,-4.3,10.2,1.4
CCNC(=S)N=Nc1c(O)[nH]c2ccc([N+](=O)[O-])cc12,-1.5,-4.1,1.6,100.0,-5.0,-23.0,-9.1,-2.5,2.6
O=C(O)Cn1nc(-c2ccccc2)c2ccccc2c1=O,-3.2,-4.8,-2.4,100.0,-1.5,-17.4,-5.8,-7.9,2.6
O=C(NCc1ccc2c(c1)OCO2)c1ccc(=O)[nH]c1,8.7,-2.9,-0.5,111.0,-2.2,-3.8,-13.5,1.0,9.1
CCOC(=O)N1CCN(CC(=O)Nc2cc3c(cc2C(C)=O)OCO3)CC1,-2.6,-1.1,-2.4,101.0,-0.8,14.1,9.8,6.5,-1.3
Cc1ccc(-n2c3c(c(O)c(-c4ccccc4)c2=O)C(=O)CC(C)(C)C3)cc1,-5.2,-1.2,-28.3,97.0,-2.1,-5.8,-1.7,-11.5,1.5
Cc1ccc(S(=O)(=O)N(C)CCCC(=O)Nc2ccc(C)cc2C)cc1,-6.3,-1.2,-28.1,96.0,-2.0,-9.7,-0.9,-6.1,6.2
CCOC(=O)c1nc(N)c(C(=O)OCC)[nH]1,2.9,-2.1,0.8,114.0,-2.7,3.6,-6.3,13.5,-5.7
CC(=O)Oc1ccc2c(=O)c(Oc3ccccc3[N+](=O)[O-])coc2c1,0.0,-0.6,4.2,91.0,-4.0,-4.4,-3.7,7.4,7.9
CCOC(=O)c1c(NC(=S)Nc2ccccc2)sc2c1CC(C)(C)SC2,20.4,3.4,-11.2,96.0,-1.9,8.6,-3.2,6.6,-1.8
COc1cccc(N(CC(=O)N/N=C(\C)c2cccs2)S(C)(=O)=O)c1,-4.5,-2.6,-16.5,99.0,-4.0,-25.0,-10.2,-0.1,-0.6
Cc1cc(C)n(CC(O)CN(c2ccccc2)S(=O)(=O)c2ccc3ccccc3c2)n1 (stereo not given),-25.7,-2.3,-34.5,95.0,-1.8,-12.0,17.8,-33.7,-3.5
